Akt phos inh: inhibitors of Akt phosphorylation; Neuro2A IGF-stimulated pAkt S473 HTRF, 20 min; active compounds read low; activity change, % for hits at 50 µM; hit rate 0.32% among 360,000; AID 651550; in the data active = activity change below about -80%; inconclusive = mostly about -51% to -80%; note: % is set by controls: 0 for no effect and ±100 for the full control effect
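Neuro2A cells in DMEM with 0.5% FBS, overnight at 37 deg C, given compound at single 50 µM final, then IGF (6 nM final) for 20 min at 37 deg C. Lysed; phospho-Akt Ser473 by HTRF after 24 h, 665/615 ratio.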
EPAC2 antagonist: blocks human EPAC2 exchange factor. Potency, µM (titrated, usually from 114 µM), for the others: at the top dose activity, negative = inhibition, hits mostly inhibitors. EPAC2 GEF exchange of Rap1B-BODIPY-GDP, fluorescence. AID 720708. hit rate 0.18% among 360,000; note: potency is the fitted concentration of half-maximal effect; % is set by controls: 0 for no effect and ±100 for the full control effect; nearly all actives have a fitted effect of over 45% in size; many of its hits are not listed in these tables
PTHR1 ag: agonists of human PTHR1 parathyroid hormone receptor. Q03431. HEK293 GP2 PTHR1 cells, GloSensor cAMP luminescence, 1 h. Potency, µM (titrated, usually from 115 µM), for the others: at the top dose activation, actives largely listed as activators. hit rate 0.075% among 410,000. AID 743266; note: potency is the fitted concentration of half-maximal effect; nearly all actives have a fitted effect of over 55% in size; some results filed as inactive show a strong effect at the top dose; inactives centre near -15; many of its hits are not listed in these tables
Target sequence (Q03431 whole entry, looked up): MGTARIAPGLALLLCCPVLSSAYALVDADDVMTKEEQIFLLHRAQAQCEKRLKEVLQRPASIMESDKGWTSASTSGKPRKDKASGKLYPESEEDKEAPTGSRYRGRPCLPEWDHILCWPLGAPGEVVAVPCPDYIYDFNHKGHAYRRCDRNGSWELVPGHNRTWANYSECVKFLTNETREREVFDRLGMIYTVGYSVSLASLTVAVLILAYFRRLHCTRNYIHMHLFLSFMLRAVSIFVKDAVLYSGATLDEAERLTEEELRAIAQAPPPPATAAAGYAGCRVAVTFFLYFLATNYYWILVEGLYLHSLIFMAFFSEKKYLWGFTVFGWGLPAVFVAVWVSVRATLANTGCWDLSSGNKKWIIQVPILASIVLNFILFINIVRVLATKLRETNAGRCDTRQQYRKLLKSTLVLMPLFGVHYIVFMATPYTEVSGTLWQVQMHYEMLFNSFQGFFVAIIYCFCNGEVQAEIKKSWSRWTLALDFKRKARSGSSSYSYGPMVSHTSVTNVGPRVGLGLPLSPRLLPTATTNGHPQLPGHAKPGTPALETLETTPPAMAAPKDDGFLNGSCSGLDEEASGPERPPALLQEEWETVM
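HEK-293-derived GP2 cells expressing PTHR1 and a GloSensor cAMP reporter, 3,000/well, plated overnight, given luciferin plus IBMX (each 0.5 mM as added) for 1 h at 37 °C, then compound for 1 h at 37 °C. Luminescence was read after 15 min at room temperature.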
CCT chaperon mod: cytosolic chaperonin activity modulation | purified chaperonin ATPase assay, HTRF ADP detection, 30 min | hit rate 0.3% among 360,000 | activity change, % (no concentration beside the values), hits read low | AID 651819; in the data active = activity change below about -30%; note: % is set by controls: 0 for no effect and ±100 for the full control effect
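First, chaperonin was dispensed at 40 nM or 20 nM final depending on batch activity. Next, compounds were pinned at 76 uM and ATP added at 10 uM. After 30 min at 37 °C, ADP detection reagents ran 30 min at ambient temperature.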
DRD3 agonist: D3 dopamine receptor (human) agonism | P35462 | D3R DiscoveRx beta-arrestin cells, luminescence, 90 min | max activation, % | hit rate 0.58% among 410,000; in the data active = max activation above about 30%; note: 0% is about no effect; mostly tested at two doses, the higher about 12 µM
Target sequence (P35462 whole entry, looked up): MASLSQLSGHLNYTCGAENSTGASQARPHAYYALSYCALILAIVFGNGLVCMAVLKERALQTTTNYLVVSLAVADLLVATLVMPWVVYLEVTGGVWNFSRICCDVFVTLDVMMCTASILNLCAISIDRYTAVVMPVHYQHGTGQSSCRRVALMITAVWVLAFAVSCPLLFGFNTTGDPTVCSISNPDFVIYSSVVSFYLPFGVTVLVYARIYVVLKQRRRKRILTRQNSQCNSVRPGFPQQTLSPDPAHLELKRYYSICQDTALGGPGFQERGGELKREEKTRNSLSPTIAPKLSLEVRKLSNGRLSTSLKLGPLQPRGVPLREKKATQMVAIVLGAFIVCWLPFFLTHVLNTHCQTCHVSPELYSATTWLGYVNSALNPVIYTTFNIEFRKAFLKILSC
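Cells at 1500/well, incubated overnight, then treated with pinned compounds (dopamine as control) for 90 min at 37 degrees C. DiscoveRx reagent added for 30 - 60 minutes at room temperature; luminescence read.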
MmCpn inh: M. maripaludis TRiC chaperonin inhibition. AID 504842. hit rate 0.031% among 330,000. Potency, µM (highest dose often 76.9 µM), for the others: top-dose activity, negative = inhibition, usual class: inhibitors. purified Mm-Cpn ATPase, ADP Transcreener TR-FRET; note: potency is the fitted concentration of half-maximal effect; % is set by controls: 0 for no effect and ±100 for the full control effect; nearly all actives have a fitted effect of over 80% in size
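Purified archaeal Mm-CPN (25nM final) preincubated 10 min at 37degC with compound, then 10uM ATP for 30 min at 37degC; ADP measured by HTRF Transcreener TR-FRET; buffer 30 mM TRIS pH 7.4, 100mM KCl, 5mM MgCl2, 1mM DTT.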
EPAC2 agonist: EPAC2 (human) agonism; Q8WZA2; EPAC2 activation, biochemical qHTS; response scale: 100% = 6.5 mM cAMP response; Potency, µM (highest dose often 154 µM), without a hit: at the top dose activation, hits mostly activators; hit rate 0.079% among 360,000; AID 720711; note: potency is the fitted concentration of half-maximal effect; nearly all actives have a fitted effect of over 50% in size
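Each well held 100 nM EPAC2, 250 nM RAP1B-BODIPY-GDP and 50 uM GDP. Fluorescence, read at 5-min intervals to 30 min, was referenced to a 6.5 mM cAMP positive control.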
D3 antag: D3 dopamine receptor (human) antagonism; P35462; D3R cells, DiscoveRx beta-arrestin luminescence, antagonist mode; active compounds read low; max response, negative = inhibition, %; hit rate 2.5% among 360,000; AID 652054; in the data active = max response below about -50%; inconclusive = no clear call, values can overlap the other calls; note: % is set by controls: 0 for no effect and ±100 for the full control effect; mostly tested at two doses, the higher about 12 µM
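Cells plated overnight at 1500 cells/well, then exposed to library compounds with dopamine controls for 90 minutes at 37 degrees C. DiscoveRx reagent added for 30–60 minutes at room temperature; luminescence read, quantitative HTS format.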
Starred values were filed as active, the others as inactive; i = inactive; ? = inconclusive; / = no result given; [ ] = remark or other dose. Unless noted, calls come from the whole dose curve; as a rule, active = well fitted curve in the direction sought with a large enough effect; inconclusive = small, poorly fitted or top-dose-only effect, or another doubt; inactive = no such curve, though single readings can be large; an effect the other way counts as inactive or inconclusive.

SMILES	Akt phos inh	EPAC2 antagonist	PTHR1 ag	CCT chaperon mod	DRD3 agonist	MmCpn inh	EPAC2 agonist	D3 antag
CCOC(=O)C1=C(N)OC2=C(C(=O)CC(C)(C)C2)C1c1ccc(C)s1 (configuration not stated)	i	?	-11%	-2.1	-7	3%	3%	1
O=C(NCc1ccccc1Cl)c1ccc2nnsc2c1	i	-9%	i	1.1	-1	-10%	3%	-1
COC(=O)c1ccsc1NC(=O)CS(=O)(=O)c1ccccc1	i	-7%	-15%	-3.2	-15	-5%	8%	-102*
CC1(c2ccco2)NC(=O)NC1=O (configuration not stated)	i	6%	i	0.3	5	2%	0%	-18
CCCOc1ccc(C(F)(F)F)cc1NC(=O)C1CC(=O)N(Cc2ccco2)C1 (configuration not stated)	i	-8%	-9%	-2.0	7	1%	-3%	10
COc1ccccc1Oc1nc2c(c(=O)n(Cc3ccccc3F)c(=O)n2C)n1C	i	17%	0%[57.5 µM]	1.1	-8	-2%	9%	?
Cc1nc2c(OCCN3C(=O)c4ccccc4C3=O)cccn2c1N(C)C(=O)CCC1CCCC1	i	4%	-15%	-1.5	-5	/	13%	0
N#CNC(=Nc1cccc(F)c1)SCc1ccccc1	i	?	-42%	1.4	1	0%	4%	20
FC(F)(F)c1ccc(Oc2ccc3c(C(F)(F)F)cc(C(F)(F)F)nc3n2)cc1	i	-7%	-12%[57.5 µM]	0.0	-20	1%	-3%	-2
COc1cc(CC(=O)NNC(=O)c2cccs2)cc(OC)c1OC	i	11%	-16%	0.6	3	-4%	-2%	-23
COCCN(C(=O)COC(=O)CCC1CCCCC1)c1c(N)n(Cc2ccccc2)c(=O)[nH]c1=O	i	5%	-3%	-0.7	-1	/	-10%	-4
O=C(CCSCCc1ccncc1)NCCCN1CCOCC1	i	6%	i	-0.4	1	0%	7%	20
CC1=C(C(=O)OC(C)C)C(c2cccs2)NC(=S)N1 (configuration not stated)	i	7%	-41%[inhibitor]	0.5	-1	1%	0%	6
CCn1cc(C(=O)N2CCc3ccccc32)c(=O)c2cc(S(=O)(=O)N3CCOCC3)ccc21	i	6%	-4%	-0.2	3	-1%	-2%	7
CC1(C(=O)NS(=O)(=O)c2cccc(Cl)c2)CCN1C(=O)CC1CCCCC1 (configuration not stated)	i	7%	-8%	0.3	-11	/	9%	0
O=C(OCc1ccccc1Cl)c1ccccc1C(=O)c1ccccc1	i	8%	i	-1.9	-29	-1%	12%	6
O=C(NC1CCCc2ccccc21)C(Cc1ccccc1)NS(=O)(=O)c1cccs1 (configuration not stated)	i	-1%	i	1.4	1	2%	7%	4
Cc1cc(C(=O)OCC(=O)c2c(N)n(C)c(=O)n(C)c2=O)c(C)o1	i	6%	-24%[57.5 µM]	-2.6	3	1%	-3%	-8
CCc1ccc(-c2nc(C(N)=O)c3[nH]c(=O)n(-c4ccccc4OC)c3n2)cc1	i	5%	?	0.1	-2	2%	1%	-26
Cc1cc(C)c(C)c(C(=O)c2ccccc2C(=O)O)c1C	i	-11%	i	-2.4	0	0%	4%	5
COCC(C)NC(=O)/C(=C/c1ccccc1)c1ccccc1 (configuration not stated)	i	13%[57.1 µM]	i	-3.9	0	0%	6%	-3
COc1cccc(CC(NC(C)=O)C(=O)NC2CCN(c3nc(C)cc(C)c3C#N)CC2)c1 (configuration not stated)	i	6%	-7%[57.5 µM]	-1.8	-3	-1%	-2%	-6
Cc1ccc2c(c1)c1c(n2CC(O)CNC(C)(C)C)CCCC1 (configuration not stated)	i	15%	-16%	-4.4	8	-2%	7%	15
COc1cc(CC(=O)Nc2ccc3nc(SC)sc3c2)cc(OC)c1OC	i	-13%	-20%	-1.9	5	?	6%	-5
O=C(NNC1=Nc2ccccc2SC1)c1cccc([N+](=O)[O-])c1	i	1%	-12%	-2.0	-12	2%	3%	-61*

Next part.
SMILES	Akt phos inh	EPAC2 antagonist	PTHR1 ag	CCT chaperon mod	DRD3 agonist	MmCpn inh	EPAC2 agonist	D3 antag
O=C(NCCc1ccc(Cl)cc1)C1CCC(=O)N1Cc1ccc(F)cc1 (configuration not stated)	i	1%	-7%	1.8	-3	-1%	10%	-10
CC(=O)c1cccc(NC(=O)CCNS(=O)(=O)c2cccc(C(C)=O)c2)c1	i	15%	i	0.7	4	1%	0%	-10
Cc1cccc(C(=O)O/N=C(\c2ccccc2)c2cccnc2)c1	i	-29%	-72%[inhibitor]	0.2	-1	1%	23%	0
CCn1c(C(C)NC(=O)c2ccc(OC)c(OC)c2)nc2ccccc21 (configuration not stated)	i	6%	-3%	-2.2	-4	-1%	1%	-20
COc1ccc(/C=C/C(O)=C2/C(=O)NC3(C)CC2c2ccccc2O3)c(OC)c1OC (configuration not stated)	i	-2%	-25%	0.3	1	0%	-5%	12
Cc1ccc(S(=O)(=O)NCCc2cc3ccc(C)cc3[nH]c2=O)cc1	i	-4%	-2%	1.8	-8	1%	-8%	3
O=C(CNC(=O)N1CC(=O)Nc2ccccc21)NCc1cccc(Cl)c1	i	-4%	i	-0.2	-4	2%	-5%	-4
CCN1CCCC(OC(=O)Nc2ccccc2)C1 (configuration not stated)	i	10%	i	-0.8	-5	3%	-7%	?
CON(C)S(=O)(=O)c1cccc(C(=O)NC2CCSc3ccccc32)c1 (configuration not stated)	i	-12%	-20%	0.1	3	1%	4%	1
CCOc1ccc2nc(NC(=O)c3ccc(S(=O)(=O)N4CCOCC4)cc3)sc2c1	i	2%	-25%	0.4	-3	0%	2%	-1
COc1ccccc1C1C(C(=O)c2cc3ccccc3o2)=C(O)C(=O)N1c1cc(C)on1 (configuration not stated)	i	-6%	-1%	-2.6	3	-25%	-12%	2
CC(C)(C)NS(=O)(=O)c1ccc(CCC(=O)N2CCOCC2)cc1	i	7%	i	-0.1	-3	0%	-6%	10
O=C1CCN(C(=O)CSc2ccc(Cl)cc2)N1	i	4%	-16%	-1.5	-8	5%	-5%	4
COc1ccc(C(=O)Nc2ccc(N3CCN(C(=O)c4ccccc4)CC3)cc2)cc1[N+](=O)[O-]	i	-5%	-27%	-0.8	-2	2%	11%	-6
Cc1ccsc1/C=N\NC(=O)Cn1nnc2ccccc21	i	4%	-23%	1.5	1	1%	13%	8
c1ccc2cc(N3CCCCC3)ccc2c1	i	-1%	-5%	-0.9	10	/	-1%	18
CCOC(=O)N1CCC(N(CCN(C)C)C(=S)Nc2cc(Cl)cc(Cl)c2)CC1	i	-1%	i	-1.2	-4	2%	-3%	-9
NS(=O)(=O)c1ccc(CCNC(=O)CN2CCN(Cc3cccc4ccccc34)CC2)cc1	i	3%	-17%	-1.7	3	2%	4%	7
CCCCNC(=O)c1onc(CSc2ccc(F)c(F)c2)c1C(=O)O	i	1%	i	0.1	2	-1%	7%	1
Nn1c(SCC(=O)Nc2nccs2)nnc1C1CC1	i	6%	i	-2.1	0	1%	13%	3
COc1ccc(CNC(=O)C2=CC(c3ccc(C)cc3)=NS(=O)(=O)N2C)cc1	i	3%	-24%	2.1	-9	0%	12%	-11
CCCN(C(=O)CSCc1ccc(C)cc1)c1c(N)n(Cc2ccccc2)c(=O)[nH]c1=O	i	10%	i	0.3	4	/	-1%	-5
O=[N+]([O-])c1c(Nc2ccc(O)cc2)cc(N2CCOCC2)c2nonc12	i	1%	-38%[inhibitor]	1.5	-7	1%	6%	?
COc1cc(/C=C2/SC(=S)N(CCC(=O)N3CCN(C)CC3)C2=O)cc(OC)c1OC	i	5%	i	0.8	-11	/	2%	?
ClCc1nnc(-c2cc3c(s2)CCCC3)o1	i	-13%	-14%	-1.3	-8	2%	1%	-11

Carrying on:
SMILES	Akt phos inh	EPAC2 antagonist	PTHR1 ag	CCT chaperon mod	DRD3 agonist	MmCpn inh	EPAC2 agonist	D3 antag
COc1ccccc1N1CCN(S(=O)(=O)CCNC(=O)C(C)Oc2ccccc2)CC1 (configuration not stated)	i	-4%	-43%[inhibitor]	-0.9	-4	/	-3%	-12
O=C(NCCc1ccccc1)c1ccccc1C(=O)NCCc1ccccc1	i	4%	i	0.4	3	/	9%	1
COC(=O)c1c(C)[nH]c(C)c1C(C)=O	i	21%	i	2.4	-3	-1%	5%	-3
COc1ccccc1CNc1nc2ccccc2n1CCN1CCCCC1	i	5%[57.1 µM]	-11%[57.5 µM]	-0.4	-6	3%	2%	?
CC(=O)N(CN1C(=O)c2ccccc2C1=O)c1ccc2c(c1)oc1ccccc12	i	-14%	-23%	-1.8	-13	0%	14%	-8
O=S1(=O)C[C@@H](N2CCN(c3ccccc3)CC2)[C@H](COCc2ccccc2)N1	i	21%	-27%	0.3	1	/	12%	-12
CC(C)c1ccc(C2(C)NC(=O)N(CC(=O)NC3CCCC(C)C3C)C2=O)cc1 (configuration not stated)	i	1%	-29%	0.2	-4	0%	-7%	-9
CS(=O)(=O)c1ccccc1-c1nnc(NC(=O)c2ccco2)o1	i	-1%	-21%	-2.4	4	0%	-3%	14
Cc1cc(=O)oc(C)c1C(=O)NCCc1ccccc1	/	7%	-7%[57.5 µM]	-0.2	-7	0%	0%[15.6 µM]	4
O=S(=O)(Nc1ccc(-n2cccc2)cc1)c1ccccc1	i	-5%	-42%[inhibitor]	-2.1	-2	1%	11%	?
Nc1c(Cl)cc(Cl)cc1C(=O)OCC(=O)N1CCCC1=O	i	-13%	i	-1.0	-2	-20%	0%	-3
C=CCn1c(-c2ccc(OC)c(OC)c2)cs/c1=N\c1ccccn1	i	-4%	-12%	-1.9	2	-4%	11%	-12
O=C(NC1CCCC1)c1cc(-c2cccc(Cl)c2)on1	i	-4%	i	-1.5	-5	0%	-4%	-6

Retrieved by compound from above, five records:
SMILES	Akt phos inh	EPAC2 antagonist	PTHR1 ag	CCT chaperon mod	DRD3 agonist	MmCpn inh	EPAC2 agonist	D3 antag
CS(=O)(=O)c1ccccc1-c1nnc(NC(=O)c2ccco2)o1	i	-1%	-21%	-2.4	4	0%	-3%	14
O=C(NCCc1ccccc1)c1ccccc1C(=O)NCCc1ccccc1	i	4%	i	0.4	3	/	9%	1
O=S(=O)(Nc1ccc(-n2cccc2)cc1)c1ccccc1	i	-5%	-42%[inhibitor]	-2.1	-2	1%	11%	?
O=C(NC1CCCC1)c1cc(-c2cccc(Cl)c2)on1	i	-4%	i	-1.5	-5	0%	-4%	-6
COc1ccccc1N1CCN(S(=O)(=O)CCNC(=O)C(C)Oc2ccccc2)CC1 (configuration not stated)	i	-4%	-43%[inhibitor]	-0.9	-4	/	-3%	-12

These rows are one share of the data. The share of hits here may be higher or lower than overall.
